Assay outcomes as filed in PubChem BioAssay.
NR2E3 ag-1 – activates human NR2E3 receptor. Q9Y5X4. CHO-S Gal4-NCOR/VP16-NR2E3 two-hybrid, luciferase. inhibition of corepressor binding, % at 3.98 µM. actives 0.35% (n = 360,000). AID 602229;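 active = inhibition above the mean of all tested compounds plus 3 SD, cut at about 70% in these data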;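 also: 0% = DMSO with NR2E3 transfected cells and 100% = cells lacking NR2E3 construct; higher means lower luciferase signal from less NR2E3 corepressor binding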
Target sequence (Q9Y5X4 whole entry, looked up, the tested form may be a part): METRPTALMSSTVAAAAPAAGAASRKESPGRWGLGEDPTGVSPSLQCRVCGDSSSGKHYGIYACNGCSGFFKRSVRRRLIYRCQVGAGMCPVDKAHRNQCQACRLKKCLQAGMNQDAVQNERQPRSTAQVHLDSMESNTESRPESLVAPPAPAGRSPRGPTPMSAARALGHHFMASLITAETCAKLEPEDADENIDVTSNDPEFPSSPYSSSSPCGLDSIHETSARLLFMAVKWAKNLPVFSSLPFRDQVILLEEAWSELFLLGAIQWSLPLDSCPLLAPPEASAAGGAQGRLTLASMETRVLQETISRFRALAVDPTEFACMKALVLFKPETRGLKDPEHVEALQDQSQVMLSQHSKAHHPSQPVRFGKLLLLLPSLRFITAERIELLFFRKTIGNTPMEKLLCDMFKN
NR2E3 ag-2 – NR2E3 (human) agonism. GST-NR2E3/biotin-RetCOR TR-FRET, 1536-well. inhibition of corepressor binding, % at 4.78 µM. actives 0.12% (n = 320,000). AID 2300;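 active = percent inhibition above the cutoff of mean plus 3 SD of all tested compounds, set per screening campaign, cut at about 20% in these data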;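 also: 0% = DMSO wells and 100% = biotin wells as full block of FRET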
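System: GST-tagged NR2E3 plus biotinylated RetCOR corepressor; Amount: 1.35 nM GST-tagged NR2E3 final; Dosing: single nominal compound dose of 4.8 µM; Schedule: 5 h incubation at 4 °C; Technique: TR-FRET with europium anti-GST and streptavidin-D2, 340 nm excitation; Controls: biotin wells as high control, 0.6% DMSO wells as low control.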
CaV13 ICDI inh – Primary screen for inhibitors of IQ motif and Ca2+-dependent inactivation inhibitor domain binding in CACNA1D, Förster resonance energy transfer in living cells, …. HEK cells, CFP/YFP FRET ICDI-IQ, plate reader, 10 min; percent FRET-ratio fall versus neutral wells. inhibition, % at 12.3 µM. actives 0.098% (n = 340,000). AID 743397;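 active = mean replicate inhibition of at least 30% and at least 1% of replicates passing that level; inconclusive = only one of the two criteria is met; inactive = neither criterion is met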;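 also: 0% = median of the neutral control wells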
TRPM1 prom inh – MITF TRPM1 promoter inhibition in SK-MEL-5 cells; SK-MEL-5 TRPM1 promoter luciferase, 24 h; actives 0.83% (n = 330,000); inhibition, % at 12.5 µM;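 active = mean inhibition across replicates of 60% or more, whatever share of single replicates reaches that level; inconclusive = some that reach 60%, reason not given; inactive = mean inhibition across replicates below 60%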; also: values of inactives mirror those of a sister screen read the other way
HIF-2a block – blocks HIF-2a reporter activity | 786-0 RCC cells HIF-2a reporter, luciferase luminescence, overnight | inhibition, % at 18.8 µM | actives 0.72% (n = 360,000) | AID 624352;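 active = inhibition of the luminescence signal of 40% or more relative to plate controls, in a single-dose primary screen at 18.75 µM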
PDI inh – blocks human protein disulfide isomerase activity; PDI insulin aggregation turbidity, A650, 90 min; inhibition, % at 10 µM; actives 0.052% (n = 350,000);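 active = mean inhibition across replicates of 30% or more, whatever share of single replicates reach that level; inconclusive = mean inhibition below 30% while every single replicate reaches 30%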;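 also: absorbance from insulin aggregation driven by PDI reduction with DTT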
Target sequence (P07237 whole entry, looked up): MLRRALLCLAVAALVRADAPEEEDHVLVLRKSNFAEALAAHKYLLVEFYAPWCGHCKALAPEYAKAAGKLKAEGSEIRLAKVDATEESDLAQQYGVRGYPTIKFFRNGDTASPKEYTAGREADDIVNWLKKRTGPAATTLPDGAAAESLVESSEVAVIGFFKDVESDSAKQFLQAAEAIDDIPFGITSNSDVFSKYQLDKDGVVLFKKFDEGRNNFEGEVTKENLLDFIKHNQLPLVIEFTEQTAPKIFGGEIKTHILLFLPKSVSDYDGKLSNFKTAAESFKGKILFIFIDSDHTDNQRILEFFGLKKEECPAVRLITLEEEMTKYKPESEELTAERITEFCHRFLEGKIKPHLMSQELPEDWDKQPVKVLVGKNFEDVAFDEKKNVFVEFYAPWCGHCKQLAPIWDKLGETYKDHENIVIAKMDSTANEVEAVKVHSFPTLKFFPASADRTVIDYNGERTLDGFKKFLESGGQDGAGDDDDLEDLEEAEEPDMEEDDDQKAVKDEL
aDG glyco act – increases alpha dystroglycan glycosylation; Pro5-aDG cells, alpha-DG glycosylation AlphaScreen (IIH6); 0% Pro5, 100% B10-LARGE cell signal; activation, % at 10 µM; actives 0.22% (n = 360,000); AID 624168;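 active = activation of at least 8% versus controls, or a plate z-score of at least 8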;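 also: Pro5 are CHO cells carrying HIG-tagged alpha-DG that lacks glycosylation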
Peg3 promoter – Peg3 promoter activity inhibition; inhibition, % at 20 µM; actives 1.7% (n = 360,000); HeLa PEG-Prom luciferase reporter, luminescence, overnight; AID 588405;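 active = inhibition of at least 50% at 20 µM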
Granule exo inh – lytic granule exocytosis inhibition | actives 0.66% (n = 360,000) | inhibition, % at 10 µM | TALL-104 LAMP-1 surface exposure, flow cytometry; cells stimulated with thapsigargin and PMA;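 active = inhibition above about 55%, limit read from the data; inconclusive = no clear call, values can overlap the other calls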
Vif imaging – blocks HIV Vif function; HEK293T cells, Vif self-association by quenched fluorescence, imaging, 24 h; AID 602346; actives 0.35% (n = 340,000); inhibition, % at 7.49 µM; in the data active = inhibition above about 50%, passing the limit was not always enough; inconclusive = no clear call, values can overlap the other calls; inactive = below about 31%; also: some results filed as inactive read as strong as hits
hiPSC survival – enhancers of human iPSC single-cell survival | hiPSC single-cell survival, ATPlite luminescence; 100% = ROCK inhibitor wells, 0% = DMSO | survival enhancement, % at 20 µM | actives 0.044% (n = 360,000) | AID 602274; in the data active = survival enhancement above about 18%;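 also: cells exposed to compounds for 16 hours before the ATP read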
An asterisk follows results filed as active; i = inactive; ? = inconclusive; . = not tested or not shown.

SMILES	NR2E3 ag-1	NR2E3 ag-2	CaV13 ICDI inh	TRPM1 prom inh	HIF-2a block	PDI inh	aDG glyco act	Peg3 promoter	Granule exo inh	Vif imaging	hiPSC survival
CC(C)(C)C1CCc2sc(C(=O)NNC(=O)CCl)cc2C1 (stereo unspecified)	-1	.	-14	-6	-47	-3	-0.6	39	-1	-1	-4.3
CN(C(=O)c1cccc(Br)c1)C1CCS(=O)(=O)C1 (stereo unspecified)	6	-2	-6	2	13	2	0.0	3	2	-5	-0.4
COc1ccc(-c2cn(Cc3cccc(OC)c3)nn2)cc1	-32	-1	-5	-60	-135	2	0.0	-103	0	-5	-2.7
CCc1cccc(C)c1NC(=S)N(CCCN1CCN(C)CC1)Cc1cccs1	-23	2	-6	-6	13	-3	0.5	12	-2	-3	-0.3
CN(C)N(C(=O)c1cc(-c2cccs2)nn1-c1ccccc1)C1CCS(=O)(=O)C1 (stereo unspecified)	-1	3	-6	2	-3	-4	0.0	17	4	0	-0.4
Cc1ccc(NC(=O)C2C3C=CC4(O3)C2C(=O)N(CCCN2CCCC2)C4C(=O)NC2CCCCC2)cc1Cl (stereo unspecified)	-24	4	-4	-3	2	-5	0.0	-14	4	19	-0.5
CC(C(=O)NCc1ccccc1)N(Cc1ccccc1Cl)C(=O)c1snc(C(N)=O)c1N (stereo unspecified)	0	2	-4	-1	7	-5	0.0	11	-4	-7	-0.1
COC(=O)C1CCN(C(=O)c2cc3c(=O)n4cccc(C)c4nc3n2Cc2ccccc2)CC1	-29	3	-5	10	11	-4	0.2	20	2	-5	-0.8
CCOc1ccc(NCc2cccn2-c2nnc(N3CCC(C(=O)NCCCN4CCCCC4)CC3)s2)cc1	-9	2	-7	-5	-9	1	0.5	-7	7	-9	-0.5
Cc1cnc(C(=O)OCc2cc(=O)n3c(C)cccc3n2)cn1	5	.	-5	0	0	-9	0.0	12	0	-17	5.9
CCCS(=O)(=O)N1CCN(C(=O)CCC2CCCC2)CC1	-5	7	-6	6	3	-10	0.2	6	-1	?	1.0
Cc1cc(C)c2c(=O)[nH]n(C(C)C)c2n1	-4	-2	-5	3	9	0	-0.3	10	0	3	-1.0
Cn1c(Sc2ccc(Cl)cc2)c(C=O)c2ccccc21	-24	12	-5	19	26	0	-0.3	54*	-6	-17	-0.9
COc1cccc(/C(O)=C2/C(=O)C(=O)N(CCN(C)C)C2c2ccc(Br)cc2)c1 (stereo unspecified)	-23	2	.	-4	15	1	0.2	6	2	-5	-1.3
O=C(CCc1ccncc1)NC1CCCc2c1cnn2-c1ccc(F)cc1F (stereo unspecified)	17	0	-3	18	14	7	0.4	4	-16	-8	-0.4
COc1ccc(OC)c(S(=O)(=O)Nc2ccccc2SC)c1	-9	-2	-4	-7	3	0	0.5	13	-8	1	0.8
O=S(=O)(NCC(O)COCc1ccco1)c1cccs1 (stereo unspecified)	24	-1	.	5	14	-5	0.1	7	0	-1	-2.0
Cc1cc(=O)[nH]c(SCC(=O)N2CCN(C(c3ccccc3)c3ccccc3)CC2)n1	2	-2	-6	-14	10	-2	-0.1	4	6	-16	3.3
O=C(COc1ccc(Cl)cc1)Nc1cnn(Cc2c(Cl)cccc2Cl)c1	-30	-2	.	-4	9	0	-0.1	15	-3	-5	0.7
Cc1cc(NC(=O)CCC(=O)N(Cc2ccco2)C(C)(C)C(=O)NC2CCCCC2)no1	5	3	-8	-4	2	-3	0.0	6	0	2	-0.3
CC(C)(C)c1ccc(Cn2nnc3c(=O)[nH]c(C4CCN(C(=O)Cc5cccs5)CC4)nc32)cc1	-16	0	-5	4	18	3	-0.4	34	-2	-6	-0.2
COc1ccc(C(=O)Nc2ccccc2N2CCN(C(=O)C(C)C)CC2)cc1Cl	-24	2	.	4	-8	-3	0.1	4	2	20	3.3
CC(=O)O[C@@H]1[C@@]2(C)O[C@H]2CC[C@]23O[C@H]2[C@H](OC3=O)C2=C(C)C(=O)O[C@@]21O	3	3	16	-4	-6	3	-0.1	19	-3	-8	-1.1
COc1ccc(CNC(=O)C(C)OC(=O)CN2C(=O)COc3ccccc32)cc1 (stereo unspecified)	4	0	-3	2	5	-7	-0.2	15	6	23	0.2
Cc1ccc(C(=O)Nc2sc(C)c(C)c2C(=O)c2ccccc2)cc1	-8	0	-19	-4	-69	-13	-0.5	-47	-7	7	-1.4
COc1ccc(COC(=O)c2ccc(Cl)c(S(=O)(=O)N3CC(C)OC(C)C3)c2)cc1 (stereo unspecified)	19	3	-6	4	10	4	0.4	24	-3	-14	-0.5
CCn1c(SCc2nc3ccccc3[nH]2)nnc1-c1cnccn1	-40	-2	-9	-16	-98	11	-0.1	-58	-1	1	6.2
Nc1ccc2c3c(cccc13)CC2	-10	-4	-8	9	18	-2	0.4	21	-2	i	-2.8
Cc1ccccc1C(=O)N1c2ccccc2OCC1C(C)(C)C (stereo unspecified)	-23	0	-6	4	15	3	-0.1	9	-1	6	1.7
Cc1cccc2nc(COc3ccc4ccccc4c3Br)cn12	-139	2	-6	-103	-259	3	0.7	-258	19	-3	-0.3
CC1(C)C(=O)OC(c2cccn2-c2ccc([N+](=O)[O-])cc2)C(C)(C)C1=O (stereo unspecified)	-28	6	-4	-9	9	-1	-0.1	-6	0	2	-0.9
CC(C)C[C@H](NC(=O)N1CCn2c1nc1ccccc12)C(=O)NCCc1ccccc1	-8	2	-12	15	14	-3	-0.1	7	-3	-5	0.9
O=C(/C=C/c1ccccc1)NCc1ccco1	-14	-1	-5	-36	-100	-1	-0.3	-51	2	3	0.4
CC(=O)c1ccc(-n2c(=O)[nH]c(=O)c3c(N)c(C(=O)c4ccc(Cl)cc4)sc32)cc1	-3	1	-8	1	1	2	-0.1	29	4	5	-0.1
CC(C)(C)c1ccc(OCCCn2ccnc2)cc1	-35	4	-2	7	-56	-3	0.5	-1	-2	-1	-0.5
Cc1ccc(CNC(=O)c2ccc3c(=O)n(CC4CCCO4)c(=S)[nH]c3c2)cc1 (stereo unspecified)	14	3	-8	10	3	-11	-0.2	23	-2	.	-1.3
O=c1cc(CCl)nc2sc3ccccc3n12	-1	-2	-5	-10	-17	-2	0.4	18	3	0	-0.7
CCOc1ccc(NS(=O)(=O)c2ccc(NC(C)=O)c(OC)c2)cc1	-12	-1	-3	2	12	10	0.1	13	0	-5	0.9
COc1cc(C(=O)OCc2cc(=O)n3ccsc3n2)ccc1OC(C)C	-9	.	-9	-24	-175	-2	-0.3	-171	2	-3	2.4
COc1ccc(Cn2c(=S)[nH]c3ccccc32)cc1	-38	-4	-2	-2	-2	9	0.1	7	-1	-3	-0.2
N/C(=N\c1nc(CSc2ccc(Cl)cc2)cc(=O)[nH]1)Nc1cccc2ccccc12	-21	5	-8	20	8	-3	0.5	10	-1	-1	1.2
C#CCNC(=O)C[C@@H]1C[C@@]2(C(=O)OC)CCCCC=C2N(Cc2ccccc2)C1=O	-30	.	-7	.	6	.	-0.1	.	-4	.	1.3
COC(=O)C1CCN(C(=O)c2cc3ccccc3oc2=O)CC1	-15	-1	-4	-47	-113	-2	0.2	-150	0	7	-1.0
COc1ccc(Cl)cc1C(=O)Nc1ccc2nc3n(c(=O)c2c1)CCCC3	-23	.	-3	-8	-60	5	0.0	-29	4	-5	0.1
O=C(Nc1cccnc1)c1cccc(-c2cc3ccccc3oc2=O)c1	-83	0	-18	9	-15	12	-0.1	-13	1	.	0.7

The final three compounds of the section above are carried over, then new ones follow:
SMILES	NR2E3 ag-1	NR2E3 ag-2	CaV13 ICDI inh	TRPM1 prom inh	HIF-2a block	PDI inh	aDG glyco act	Peg3 promoter	Granule exo inh	Vif imaging	hiPSC survival
COC(=O)C1CCN(C(=O)c2cc3ccccc3oc2=O)CC1	-15	-1	-4	-47	-113	-2	0.2	-150	0	7	-1.0
COc1ccc(Cl)cc1C(=O)Nc1ccc2nc3n(c(=O)c2c1)CCCC3	-23	.	-3	-8	-60	5	0.0	-29	4	-5	0.1
O=C(Nc1cccnc1)c1cccc(-c2cc3ccccc3oc2=O)c1	-83	0	-18	9	-15	12	-0.1	-13	1	.	0.7
CCNC(=O)c1cc2c(c(-c3cccc(-c4cccnc4)c3)n1)[C@H](CCO)N(S(C)(=O)=O)C2	-18	.	-7	.	26	.	0.1	.	-1	.	-0.8
CC1(C)OC(=O)C(=CNc2ccc(F)cc2)C(=O)O1	-5	-2	-6	-1	-5	-10	-0.1	8	0	-27	2.0
CC(=O)c1cccc(NC(=O)c2cccc3c(-c4cccc(C(N)=O)c4)coc23)c1	5	.	-10	.	-173	-5	0.2	98*	19	2	-1.1
Cc1cccc(C(=O)NCCCn2ccnc2)c1C	-14	0	-3	0	10	1	0.1	8	-9	16	-0.6
Cc1ccc(C(=O)NC(NC(=S)Nc2ccc(S(N)(=O)=O)cc2)C(Cl)(Cl)Cl)cc1 (stereo unspecified)	-17	-1	-5	-8	29	-1	-0.2	9	-3	-3	-1.2
Cc1ccc(-c2nc3c(c(=O)[nH]c(=O)n3Cc3ccccc3)n2C)o1	-23	.	-3	-1	22	-4	-0.1	11	98*	-1	1.2
COC(=O)CSc1nc2ncccc2[nH]1	-11	-2	-4	7	9	10	-0.1	4	-1	17	2.7
Cc1ccc(CNS(=O)(=O)CCNC(=O)c2ccccc2)cc1	7	1	-5	-9	14	-4	0.1	12	4	-7	0.0
COc1ccccc1NS(=O)(=O)c1cccc(C(=O)NN=C2CCCC2)c1	-8	1	-4	3	14	17	-0.3	20	-2	6	-0.6
Cc1ccc(S(=O)(=O)N(C)C)cc1NC(=O)COC(=O)Cc1n[nH]c(=O)c2ccccc12	-23	2	-3	2	8	-1	0.3	12	0	.	0.0
CC(NC(=O)C1C(=O)N(CCO)C2(C)CC1c1ccccc1O2)c1ccccc1 (stereo unspecified)	-6	1	-4	5	9	-4	0.2	18	6	-5	0.8
O=C(N/N=C/c1ccc(OC(=O)c2ccccc2Cl)cc1)c1cc(O)cc(O)c1	18	.	.	-2	-73	12	0.0	-30	1	.	0.1
COc1ccc(/C=C/C(=O)c2cc(F)ccc2OC(=O)c2ccccc2C)cc1OC	-30	-1	-6	49	25	16	-0.3	19	3	-2	-3.1
COc1ccc(S(=O)(=O)Nc2ccccn2)cc1OC	-15	1	-9	1	3	5	-0.2	14	-3	.	-2.0
CC(=O)Nc1ccc(S(=O)(=O)N2CCC(NC(=O)c3ccco3)CC2)cc1	10	3	-6	0	-5	1	-0.1	0	0	16	0.7
COc1cccc(N2[C@@H](CC(C)=O)c3cc(C(F)(F)F)ccc3S2(=O)=O)c1	12	7	-12	-4	7	-3	0.0	-4	7	5	2.3
